Screens deposited in PubChem BioAssay by NCI.
Growth percent in the NCI-60 one-dose screen (48 h, 10 µM unless noted): 100 = growth as untreated, 0 = no growth, -100 = all killed.
786-0 – 786-0 renal cancer cells | 81,000 compounds, 5.1% hits | AID 1794775
A498 – A498 renal cancer cells. 76,000 compounds, 5.4% hits. AID 1794774
SN12C – SN12C renal cancer cells; 81,000 compounds, 3.8% hits
PC-3 – PC-3 prostate cancer cells; 80,000 compounds, 3.9% hits; AID 1794754
CAKI-1 – CAKI-1 renal cancer. 75,000 compounds, 4.7% hits. AID 1794772
TK-10 – TK-10 renal cancer cells; 81,000 compounds, 3.9% hits; AID 1794769
RXF 393 – RXF 393 renal cancer cells; 77,000 compounds, 6.9% hits; AID 1794773
UO-31 – UO-31 renal cancer; 81,000 compounds, 5.2% hits; AID 1794768
ACHN – ACHN renal cancer. 81,000 compounds, 4.9% hits. AID 1794771
Starred values were filed as active, the others as inactive; / = no result given; & = joins results of further samples; [ ] = remark or other dose. How the source made its calls: active means growth percent below 10; inactive means the rest.

SMILES	786-0	A498	SN12C	PC-3	CAKI-1	TK-10	RXF 393	UO-31	ACHN
COc1ccc(NC(=O)CSc2nnc(-c3ccc4nc(-c5ccc(Cl)cc5)[nH]c4c3)o2)cc1	22	132	29	52	84	121	/	64	64
CC1(C)CC(=O)C2=C(C1)OC(C(=O)c1ccc(N=[N+]=[N-])cc1)C2c1cccc([N+](=O)[O-])c1 (configuration not stated)	104	90	107	98	89	111	/	69	106
COc1cc([N+](=O)[O-])ccc1N	94	106	96	92	103	95	109	97	93
NS(=O)(=O)c1ccc(-n2nc(C(=O)N/N=C\c3ccc(F)cc3)cc2-c2ccc(Br)cc2)cc1	106	32	93	72	42	121	78	75	88
CCOC(=O)c1cc2c([nH]1)-c1nc(N)sc1CCC2	94	61	92	76	89	153	87	48	90
O=C(O)c1ccc(CCCc2ccccc2)cc1	100	/	103	95	103	110	112	84	109
N#Cc1nc(CC(=O)c2ccccn2)c(CC(=O)c2ccccn2)nc1C#N	94	114	87	92	82	133	111	/	97
Cc1cc(NCc2cc(Nc3ccnc4cc(Cl)ccc34)ccc2F)nc(N2CCOCC2)n1	1.2*	52	31	38	60	-10*	-3.5*	-48*	-80*
O=c1oc2ccc(Br)cc2cc1-c1csc(N=Nc2c(O)[nH]c3ccc(Cl)cc23)n1	103	/	100	97	94	106	98	98	102
[O-]/C(=C\[P+](c1ccccc1)(c1ccccc1)c1ccccc1)c1ccccc1	103	82	93	78	75	94	116	71	90
O=C(O)C1CC(=O)N(Cc2ccccc2)C1 (configuration not stated)	100	97	102	99	102	96	101	96	100
COc1cc2cc3c(=O)n4c(cc5ccccc54)c(=O)n3c2cn1	104	109	100	116	94	136	111	77	99
CNc1nnc2n(Cc3ccccc3)c(=O)c3c4c(sc3n12)CCCC4	56	63	54	65	51	64	57	40	37
O=S(=O)(NCCCNc1cc(-c2cn(-c3ccccc3)nc2-c2ccccc2)ccn1)c1cccc2ccccc12	44	71	62	22	62	84	34	48	55
CN1CC(c2ccc(Br)cc2)C2(SC(=O)N(/N=C/c3ccc(Br)cc3)C2=O)C12C(=O)Nc1ccccc12 (configuration not stated)	92	104	95	94	75	97	98	82	100
Cc1c(C(=O)NCCC(=O)NO)sc2ncnc(Nc3ccc(NC(=O)Nc4ccccc4)cc3)c12	98	/	101	102	95	98	107	84	102
COc1cc2c(cc1OCCCN1CCN(C(=S)SCCC(C#N)(c3ccccc3)c3ccccc3)CC1)N=C[C@@H]1CCCN1C2=O	-95*	-100*	-44*	-35*	-44*	-60*	-93*	4.6*	-46*
CC(C)(C)c1ccc(C(C)(C)C)s1	106	100	97	87	98	104	120	80	97
O=C(O)CCC(=O)Nc1ccc(C(=O)O)c(O)c1	104	112	96	87	93	87	117	102	100
O=c1c2cc3ccccc3cc2[nH]c(=S)n1-c1ccc(S(=O)(=O)Nc2ccc(Cl)nn2)cc1	99	100	93	101	87	100	/	80	98
COc1ccc(N=c2ssc(SC)c2-c2ccccc2)cc1	96	89	95	95	85	107	88	75	113
C=CC(C)(C)[C@@]12Nc3c(ccc4c3C=CC(C)(C)O4)[C@]1(O)C[C@H]1C(=O)N3CCC[C@H]3C(=O)N12	100	124	97	70	96	93	98	81	98
O=C1OC(c2c[nH]c3ccccc23)=C(Cl)C1Cl (configuration not stated)	102	118	95	90	83	151	/	72	96
COC(=O)c1cn2c(ccc3c4ccccc4ccc32)c1C(=O)OC	99	113	106	98	106	100	113	83	105

In another format: 4 of the compounds above.
COc1cc2cc3c(=O)n4c(cc5ccccc54)c(=O)n3c2cn1
  786-0 = 104; A498 = 109; SN12C = 100; PC-3 = 116; CAKI-1 = 94; TK-10 = 136; RXF 393 = 111; UO-31 = 77; ACHN = 99
Cc1cc(NCc2cc(Nc3ccnc4cc(Cl)ccc34)ccc2F)nc(N2CCOCC2)n1
  786-0 = 1.2*; A498 = 52; SN12C = 31; PC-3 = 38; CAKI-1 = 60; TK-10 = -10*; RXF 393 = -3.5*; UO-31 = -48*; ACHN = -80*
Cc1c(C(=O)NCCC(=O)NO)sc2ncnc(Nc3ccc(NC(=O)Nc4ccccc4)cc3)c12
  786-0 = 98; A498 = /; SN12C = 101; PC-3 = 102; CAKI-1 = 95; TK-10 = 98; RXF 393 = 107; UO-31 = 84; ACHN = 102
COc1ccc(N=c2ssc(SC)c2-c2ccccc2)cc1
  786-0 = 96; A498 = 89; SN12C = 95; PC-3 = 95; CAKI-1 = 85; TK-10 = 107; RXF 393 = 88; UO-31 = 75; ACHN = 113

(next part)
SMILES	786-0	A498	SN12C	PC-3	CAKI-1	TK-10	RXF 393	UO-31	ACHN
O=C1c2ccccc2C(=O)c2c(NCC(O)CN3CCOCC3)cccc21 (configuration not stated)	111	116	97	104	/	173	/	88	99
O=C(Nc1ccc(OS(=O)(=O)c2ccc(F)cc2)cc1)C12CC3CC(CC(C3)C1)C2	59	40	77	38	79	87	59	84	77
O=C(Nc1ccc(Cl)c([N+](=O)[O-])c1)Nc1nc2ccccc2s1	90	86	65	50	/	112	113	84	82
CSc1nc2c(c(=O)n1C)N=C1c3ccccc3C(=O)C1C(c1ccccc1)N2 (configuration not stated)	92	100	138	65	53	101	/	71	75
COC(=O)[C@]12CCC(C)(C)C[C@H]1C1=CC[C@@H]3[C@@]4(C)Cc5c(n(CC#CCN6CCNCC6)c6ccccc56)C(C)(C)[C@@H]4CC[C@@]3(C)[C@]1(C)CC2	103	109	100	101	91	109	104	83	95
N#CC1(C#N)C2CCCC(O)(C2(O)O)C1(C#N)C#N (configuration not stated)	97	107	103	104	/	90	113	87	104
CCN(CC)CCN1C(=O)c2cccc3cccc(c23)C1=O	99	95	104	98	95	111	100	81	89
CSC1=Nc2c(c(C)c(C)n2CCCC(=O)O)C2=NC(=O)CN12	109	86	115	98	112	121	122	88	108
Nc1c(-c2nc3ccccc3[nH]2)nnn1-c1ccccc1Cl	103	100	98	85	88	140	110	65	98
COc1ccc(CC(=O)OCCCl)cc1	96	89	110	103	94	91	106	104	111
C[C@H]1[C@H](C)CC[C@]2(C(=O)O)CC[C@]3(C)C(=CC[C@@H]4[C@@]5(C)C/C(=C/c6cccnc6)C(=O)C(C)(C)[C@@H]5CC[C@]43C)[C@H]12	82	81	80	42	62	89	89	61	81
N#C/C(=C/c1cc(Br)cc(Br)c1O)C(N)=O	97	92	84	121	98	112	112	72	106
O=C(N/N=C\c1ccc2c(c1)OCO2)N/N=C/c1ccc2c(c1)OCO2	105	/	108	/	90	109	101	95	102
Cn1nc(C(F)(F)F)cc1-c1cc(Cl)c(COc2ccc(Cl)cc2)c(-c2ccc(Cl)c(C(F)(F)F)c2)c1O	-64*	-12*	-51*	-12*	-16*	3.2*	-48*	-48*	-5.0*
N#Cc1cnn(-c2cc(=O)[nH]c3ccc(Br)cc23)c1N	95	/	98	92	93	114	110	73	99
O=C(N[C@@H](CO)[C@H](O)c1ccc([N+](=O)[O-])cc1)C(Cl)Cl	93	122	98	90	93	/	107	71	86
O=C1CCCc2cc3c(cc21)CCCC3	102	106	120	94	114	104	100	91	104
COC(=O)C1CCCN1C(=O)[C@@H]1CCCN1C(=O)[C@H](Cc1c[nH]c2ccccc12)NC(=S)Nc1cc(C(F)(F)F)cc(C(F)(F)F)c1 (some centres not stated)	38	65	65	20	34	57	44	50	/
CC(=O)CC(=O)NCC#N	99	101	102	109	98	104	113	95	104
CCc1ccc(Oc2c(-c3ccc(OCCc4cccc(C(F)(F)F)c4)cc3O)n[nH]c2C(F)(F)F)cc1	91	36	20	46	63	58	81	16	17
O=c1nccc[nH]1	99	134	104	95	121	/	117	107	111
Cc1ccc(S(=O)(=O)NCC[C@@H]2C[C@H]2c2cc3ccccc3s2)cc1	100	82	92	100	80	110	103	84	102
CC(=O)Oc1ccc(OC(C)=O)c2ccccc12	107	118	86	55	100	103	87	24	76
Cc1ccc(NC(=O)CSc2nc3ccccc3c(=O)n2CCc2ccccc2)c(C(=O)O)c1	91	87	97	98	82	117	/	78	91
Cc1nc(-c2ccccc2)ccc1-c1nnc(SCC(C)C)o1	98	72	100	97	89	107	122	92	104
O=S(=O)(Nc1ccc(F)c(F)c1)c1ccc(-c2ccc(F)cc2F)cc1	90	80	92	90	79	103	105	80	89
C[C@H]1[C@H](C)CC[C@]2(C(=O)NC3CCCCC3)CC[C@]3(C)C(=CC[C@@H]4[C@@]5(C)Cc6c([nH]c7ccccc67)C(C)(C)[C@@H]5CC[C@]43C)[C@H]12	97	123	104	91	89	101	97	82	103
O=C1c2ccccc2C(=O)c2c(NCCN=Cc3ccccc3O)cccc21	-48*	35	50	67	-10*	69	/	39	31
COc1ccc(OC)c(/C=C2\COc3ccc(O)cc3C2=O)c1	96	100	84	95	96	97	/	87	79
Cc1ccc(S(=O)(=O)CS(=O)(=O)c2ccc(C)cc2)cc1	99&101	100&97	98&92	96&101	97&96	102&101	101&111	92&91	105&102
CCOC(=O)COc1ccc(/C=C2\CC/C(=C\c3ccc(OCC(=O)OCC)c(OC)c3)C2=O)cc1OC	103	104	91	99	78	104	95	101	104
CCN(CC)CCOC(=O)C1(C2CCCCC2)CCCCC1	99	100	88	91	84	/	94	75	97
COc1ccc(C(CN(C)C)OC(=O)C(c2ccccc2)c2ccccc2)cc1 (configuration not stated)	99	119	99	91	104	113	103	87	96
CCN(CC)c1ccnc(CNCCSC(c2ccccc2)(c2ccccc2)c2ccc(OC)cc2)c1	-51*	-85*	/	-36*	0.1*	1.6*	-26*	8.4*	12
CCOC(=O)C1=C(Cn2cc(CO)nn2)N(C)C(=O)NC1c1ccccc1 (configuration not stated)	96	108	104	105	92	93	121	93	98
NCCCCN	102	87	107	100	105	96	117	108	115
O=C(c1ccc(Cc2n[nH]c(=O)c3cccnc23)cc1)N1CCN(c2ccc(Cl)cc2)CC1	97	96	84	90	79	105	85	66	93
C1CCc2c(-c3n[nH]c4c3CCCC4)n[nH]c2C1	103	115	102	109	97	113	115	/	105
O=c1c2cc(F)ccc2sc2c(N3CCNCC3)nc3ccc(F)cc3c12	61	46	54	32	-97*	27	51	32	-42*
Cc1cccc(C)c1NC(=O)Cn1cc(CN2C(=O)c3ccccc3S2(=O)=O)nn1	110	100	111	107	95	100	118	98	101
C=C(C)[C@@H]1CC[C@]2(C)[C@H](CC[C@@H]3[C@@H](/C(C)=C\CC=C(C)C)CC[C@]32C)[C@@]1(C)CC/C(N)=N/O	108	/	91	92	90	108	100	94	101
C=CC(=O)Nc1ccc(C)c(Oc2ccc(Cl)cc2)c1	55	59	45	56	62	74	39	24	65
CN(C)CCn1c(=O)c2c3cc4c(cc3n(CCN(C)C)c2c2ccc(Cl)cc21)OCO4	61	67	32	36	42	103	58	58	26
COc1cc(/C=N/Nc2cccc(Br)c2)cc(OC)c1OC	66	70	74	43	26	137	70	42	23
OCc1ccnc2ccccc12	/	89	100	82	103	106	107	/	95
COc1ccc(/C=C2\C(=O)Nc3cc(Cl)ccc32)cc1OCc1ccccn1	48	130	87	81	69	102	67	67	52
O=C(CSc1nnc(-c2ccc(Cl)cc2)n1-c1ccccc1)Nc1ccc(F)cc1	68	70	63	100	71	89	83	98	25
O=C(O)CCCCC1SCC2NC(=O)NC21 (configuration not stated)	105&89	100&91	96&94	106	96&100	111&136	104	82&104	99&101

Entries of single compounds, quoted from the list. Order of values: 786-0	A498	SN12C	PC-3	CAKI-1	TK-10	RXF 393	UO-31	ACHN
O=C1OC(c2c[nH]c3ccccc23)=C(Cl)C1Cl (configuration not stated) is listed with 102	118	95	90	83	151	/	72	96
NCCCCN is listed with 102	87	107	100	105	96	117	108	115
CCN(CC)c1ccnc(CNCCSC(c2ccccc2)(c2ccccc2)c2ccc(OC)cc2)c1 is listed with -51*	-85*	/	-36*	0.1*	1.6*	-26*	8.4*	12
COc1ccc(NC(=O)CSc2nnc(-c3ccc4nc(-c5ccc(Cl)cc5)[nH]c4c3)o2)cc1 is listed with 22	132	29	52	84	121	/	64	64
O=C(N/N=C\c1ccc2c(c1)OCO2)N/N=C/c1ccc2c(c1)OCO2 is listed with 105	/	108	/	90	109	101	95	102

Next entries follow.
SMILES	786-0	A498	SN12C	PC-3	CAKI-1	TK-10	RXF 393	UO-31	ACHN
Cc1cc2c(cc1C)[n+](=O)c(C(=O)c1ccccc1)c(C(F)F)n2[O-]	83	60	91	67	/	109	89	55	65
Cc1cc2c3c(cccc3c1)C(=O)c1ccccc1-2	104	93	97	94	/	106	/	61	98
O=S(=O)(Nc1cccc2cn[nH]c12)c1ccc(Cl)cc1Cl	47	50	39	44	38	57	54	34	33
O=C(CS(=O)c1oc(-c2cccs2)nc1S(=O)(=O)c1ccc(Br)cc1)c1ccccc1 (configuration not stated)	99	49	96	85	91	104	105	80	94
CN1CCN(c2ccc(C(=O)/C=C/c3ccc(C#N)cc3)cc2)CC1	73	103	74	95	64	102	64	62	83
COc1ccccc1N=Nc1ccccc1OC	101	103	/	88	90	115	93	82	98
O=C(Nc1ccc(Nc2ncnc3[nH]ccc23)cc1)c1ccccc1	99[1 µM]	96[1 µM]	103[1 µM]	103[1 µM]	98[1 µM]	97[1 µM]	/	96[1 µM]	100[1 µM]
C/C=C(C)/C=N/Nc1nc(-c2ccc(C)cc2)cs1	100	88	93	82	80	101	104	73	90
CC1=N/C(=C\c2cccc(C#N)c2)C(=O)O1	104	104	105	99	102	100	114	96	114
C=CCc1ccc(Oc2ccc([N+](=O)[O-])cc2[N+](=O)[O-])c(OC)c1	95	/	85	83	82	105	90	70	98
CCCC(C)c1ccc(O)cc1 (configuration not stated)	104	90	108	95	110	97	117	90	106
COc1cc(-c2nc3ccc(/C=C/C(=O)c4ccc(C(F)(F)F)cc4)cc3s2)ccc1F	99	87	90	109	93	111	99	91	92
COC(=O)c1ccc(I)cc1	112	84	103	88	111	102	93	85	119
O=[N+]([O-])c1ccc(OCCBr)cc1	95	122	109	96	96	101	113	93	105
Cc1cn(-c2cc(NC(=O)c3cncc(C#Cc4c(N)ncc5ccc(F)cc45)c3)cc(C(F)(F)F)c2)cn1	77	84	54	72	72	84	63	27	61
